# NR3A LBD binder – binders of NR3A ligand-binding domain, primary screen, biophysical, differential scanning fluorimetry, uHTS | Glutamate receptor ionotropic, NMDA 3A (GRIN3A) ligand-binding domain | NR3A LBD differential scanning fluorimetry, Tm shift; 0% = protein alone, 100% = glycine-bound protein | Tm shift relative to glycine control, % at 25 µM | 2.5% of 340,000 active;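 active = melting temperature shift of at least 10% of the positive control shift, at one fixed dose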
# ATG4B inhibitor – ATG4B protease inhibitors, primary screen, biochemical, fluorescence, uHTS; ATG4B cleavage of LC3-PLA2, NBD-HPC fluorescence, 1 h; inhibition, % at 8.33 µM; 0.51% of 340,000 active; in the data active = inhibition above about 40%
# Target sequence (Q9Y4P1 whole entry, looked up): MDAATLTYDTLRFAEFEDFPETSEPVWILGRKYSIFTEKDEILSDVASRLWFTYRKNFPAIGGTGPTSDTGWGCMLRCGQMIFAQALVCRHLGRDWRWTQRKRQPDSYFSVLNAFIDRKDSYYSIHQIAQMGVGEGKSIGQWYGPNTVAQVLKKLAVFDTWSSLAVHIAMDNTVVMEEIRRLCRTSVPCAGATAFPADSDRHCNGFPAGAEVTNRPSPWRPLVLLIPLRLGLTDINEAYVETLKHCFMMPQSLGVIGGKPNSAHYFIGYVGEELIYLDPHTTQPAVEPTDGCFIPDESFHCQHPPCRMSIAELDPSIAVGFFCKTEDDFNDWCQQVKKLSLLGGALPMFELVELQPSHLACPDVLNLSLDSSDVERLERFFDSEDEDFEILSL
# HKDC1 inh – HKDC1 hexokinase inhibitors, primary screen, biochemical, fluorescence, uHTS; Q2TB90; recombinant HKDC1, G6PDH/diaphorase resazurin coupled fluorescence; inhibition, % at 20 µM; 0.16% of 340,000 active; AID 493160, 2011;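 active = inhibition above about 35% when tested at 20 µM, limit read from the data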;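 note: plate controls were DMSO wells with enzyme for no effect and DMSO wells lacking enzyme for full effect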
#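 Assay system – recombinant HKDC1 (HK5) hexokinase enzyme, produced in-house · Input – HKDC1 at 5 µg/mL · Reagent – glucose plus 1 mM ATP as hexokinase substrates · Timing – 90 min reaction incubation at room temperature, dark · Measured by – G6PDH/diaphorase-coupled fluorescence, 1 mM NADP, 100 µM resazurin, 525/613 nm · Benchmarks – DMSO-enzyme wells negative, buffer-substituted wells positive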
# PfG6PD inh – PfG6PD enzyme inhibitors, primary screen, biochemical, fluorescence intensity, uHTS. 0.78% of 350,000 active. inhibition, % at 20 µM. glucose-6-phosphate dehydrogenase-6-phosphogluconolactonase (Plasmodium falciparum 3D7). PfGluPho enzyme, NADPH resazurin-diaphorase fluorescence. AID 504690, 2011;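 active = inhibition reaching at least a set limit at 20 µM in the primary screen, cut at about 59% in these data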;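 note: 0% = DMSO wells with substrate and 100% = DMSO wells lacking glucose-6-phosphate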
# SENP7 inh – SENP7 protease inhibitors, primary screen, biochemical, luminescence, uHTS | Sentrin-specific protease 7 (Homo sapiens), Q9BQF6 | 1.5% of 330,000 active | AID 434973, 2010 | inhibition, % at 5 µM | recombinant SENP7, Z-RLRGG-aminoluciferin luminescence, 40 min;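 active = inhibition above about 50% at the single test dose, limit read from the data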;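 note: plate controls were DMSO with enzyme for no effect and no enzyme buffer wells for full effect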
# Target sequence (Q9BQF6 706-1050 limits assumed): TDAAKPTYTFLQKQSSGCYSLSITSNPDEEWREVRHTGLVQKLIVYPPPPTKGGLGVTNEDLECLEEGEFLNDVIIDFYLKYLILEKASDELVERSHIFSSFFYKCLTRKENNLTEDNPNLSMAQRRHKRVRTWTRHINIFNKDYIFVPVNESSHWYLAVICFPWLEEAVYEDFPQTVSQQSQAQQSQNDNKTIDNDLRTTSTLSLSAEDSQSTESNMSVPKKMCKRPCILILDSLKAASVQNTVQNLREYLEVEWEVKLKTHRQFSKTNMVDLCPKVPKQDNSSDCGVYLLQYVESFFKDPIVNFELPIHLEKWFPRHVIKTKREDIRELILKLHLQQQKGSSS
# SENP8 block – human SENP8 protease inhibitors, primary screen, biochemical, fluorescence, Nedd8 protein substrate, uHTS; Sentrin-specific protease 8 (Homo sapiens), Q96LD8; recombinant SENP8; inhibition, % at 20 µM; 0.64% of 360,000 active; in the data active = inhibition mostly above about 40%, no sharp cut-off; inactive = mostly below about 27%
# Target sequence (Q96LD8 whole entry, looked up): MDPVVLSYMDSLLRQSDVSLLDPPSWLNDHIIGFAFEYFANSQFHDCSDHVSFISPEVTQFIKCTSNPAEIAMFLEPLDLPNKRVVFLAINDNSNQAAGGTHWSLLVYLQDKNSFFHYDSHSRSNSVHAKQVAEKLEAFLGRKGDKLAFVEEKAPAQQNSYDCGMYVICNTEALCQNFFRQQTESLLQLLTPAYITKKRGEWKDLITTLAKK
# MPTP block – mitochondrial permeability transition pore inhibitors, primary screen, biochemical, isolated mouse mitochondria, absorbance; 1.4% of 360,000 active; inhibition, % at 10 µM; Ca2+ swelling absorbance, 30 min;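 active = inhibition of 50% or more, scaled per plate between neutral and stimulator controls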;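 note: 0% = DMSO wells given calcium and 100% = 1 mM EGTA wells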
# SENP6 inh – SENP6 protease inhibitors, primary screen, biochemical, luminescence, uHTS. Sentrin-specific protease 6 (Homo sapiens), Q9GZR1. Recombinant SENP6 catalytic domain, aminoluciferin luminescence. inhibition, % at 10 µM. 1.8% of 330,000 active. AID 2599, 2010;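 active = inhibition above about 50% at the single tested dose, limit read from the data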;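 note: plate controls were DMSO wells with enzyme for no effect and DMSO wells lacking enzyme for full effect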
# * hit, by the source's call; i = inactive; / = no result given. Rows are unselected; 6.9% or so of the library scored in one or more.
SMILES,NR3A LBD binder,ATG4B inhibitor,HKDC1 inh,PfG6PD inh,SENP7 inh,SENP8 block,MPTP block,SENP6 inh
C=CCNC(=O)/C(=C/c1ccccc1OCC)NC(=O)c1ccccc1,1,-6,-17,11,8,10,14,-13
Cc1ccc(S(=O)(=O)N2[C@@H](c3cccc(Cl)c3)C(C(=O)O)=CC[C@H]2c2ccc(C(C)C)cc2)cc1,-3,27,12,-12,-2,0,4.0,9
CCCCC(=O)NC(=S)Nc1cccc(NC(=O)CC)c1,-1,-5,-7,3,5,11,-1.6,-3
COc1ccc(-n2c(C)cc(C(=O)CSc3nnc(-c4ccoc4C)n3C)c2C)cc1,0,-8,-1,67*,-13,13,1.8,-1
COc1nc(OC)nc(N(C)CCO)n1,1,3,-11,0,14,25,-1.8,-24
CCCCCCCC(=O)Nc1cc(C(=O)NCc2ccc(C)cc2)ccc1N1CCC2(CC1)CC(c1ccccc1)=NO2,-3,-7,-4,2,-13,-3,1.5,-33
CN=Cc1c(NC)nc2c(C)cccn2c1=O,-3,7,-6,-11,-6,-432,4.1,4
COc1ccc(NC(=O)C2CCN(c3cnccn3)CC2)cc1Cl,1,-4,-1,12,5,-338,-0.6,-9
C[C@]12C(=O)N(c3cccc(Cl)c3)C(=O)N1[C@H]1c3ccccc3OC[C@@H]1[C@H]2c1ccccc1,-3,-7,0,-1,-3,-1,2.2,-5
CCOC(=O)c1c(-c2ccc(OC)cc2)oc2cc(Br)c(O)cc12,13*,-3,-1,-3,-7,-294,1.0,-6
CCCCn1c(/N=C/c2c[nH]c3ccccc23)nc2ccccc21,23*,-14,-2,48,-11,9,13,-32
CCOC(=O)c1ccccc1NC(=O)CN(c1ccccc1OCC)S(C)(=O)=O,6,-11,-13,5,7,13,2.6,11
CC1CCc2c(sc(NC(=O)COC(=O)c3ccc(O)cc3)c2C#N)C1 (configuration not stated),3,-4,-1,2,-4,-9,5.0,-19
COc1cc(OC)cc(-c2cn[nH]c2N)c1,-1,1,8,-3,5,4,-1.1,10
COc1ccc(CNC2CCCc3ccccc32)c(OC)c1 (configuration not stated),0,4,-9,-22,-17,11,-0.3,16
CCN(CC)CCNS(=O)(=O)c1ccc2c3c(cccc13)C(=O)N2,1,0,9,-12,2,-349,-0.3,9
CN(C)/N=C/C=C1\CCC/C(=C\c2ccc(F)c(F)c2)C1=O,5,-2,11,6,7,12,-0.9,11
CN1CCN(c2ccc(NC(=O)CN3CCOCC3)cc2F)CC1,1,-10,-6,8,8,10,0.4,12
C/C(=N\NS(=O)(=O)c1ccc(C)c([N+](=O)[O-])c1)c1cccs1,-6,6,10,-11,1,8,-0.2,-23
CSc1ncccc1C(=O)N1CCN(S(=O)(=O)c2cc(C)ccc2C)CC1,3,-13,1,6,-13,10,-1.8,-31
COC(=O)N1C(=O)[C@](c2ccsc2)(C(C)C)N1C(=O)OC,-1,-10,-5,4,6,0,-1.9,-22
Cc1ccc(S(=O)(=O)N(CC(=O)N2CCC(C(N)=O)CC2)c2cccc(C(F)(F)F)c2)cc1,1,-17,-8,-9,0,26,-5.2,-8
O=C(O)CCCC(=O)NCCc1ccncc1,-2,-10,-8,0,3,5,-1.3,0
COc1ccc(Cl)cc1NC(=O)CSc1nnc(-c2ccco2)o1,-3,1,-3,58,-3,5,0.2,4
COc1cccc(C(=O)COC(=O)C(C)N2C(=O)c3ccccc3C2=O)c1 (configuration not stated),14*,2,0,-23,-4,4,1.3,-13

# Copied from the list:
# In SENP8 block, `CCN(CC)CCNS(=O)(=O)c1ccc2c3c(cccc13)C(=O)N2` reads -349
# In PfG6PD inh, `COc1ccc(-n2c(C)cc(C(=O)CSc3nnc(-c4ccoc4C)n3C)c2C)cc1` reads 67*

# Results in PfG6PD inh, NR3A LBD binder and SENP6 inh, for some of the entries so far:
SMILES | PfG6PD inh | NR3A LBD binder | SENP6 inh
COc1cc(OC)cc(-c2cn[nH]c2N)c1 | -3 | -1 | 10
COc1ccc(CNC2CCCc3ccccc32)c(OC)c1 (configuration not stated) | -22 | 0 | 16
CCN(CC)CCNS(=O)(=O)c1ccc2c3c(cccc13)C(=O)N2 | -12 | 1 | 9
CN(C)/N=C/C=C1\CCC/C(=C\c2ccc(F)c(F)c2)C1=O | 6 | 5 | 11
CN1CCN(c2ccc(NC(=O)CN3CCOCC3)cc2F)CC1 | 8 | 1 | 12
C/C(=N\NS(=O)(=O)c1ccc(C)c([N+](=O)[O-])c1)c1cccs1 | -11 | -6 | -23

# Carrying on.
SMILES,NR3A LBD binder,ATG4B inhibitor,HKDC1 inh,PfG6PD inh,SENP7 inh,SENP8 block,MPTP block,SENP6 inh
CCCCNC(=O)c1onc(CSc2ccc(OC)cc2)c1C(=O)O,12*,-1,1,16,-1,15,-0.3,-3
Cc1cccc(N2CCN(C(=O)/C=C/c3cccs3)CC2)c1C,-3,38,1,9,-6,8,1.2,6
Cc1ccc(-c2cc(-c3ccccc3C)[nH]n2)c(O)c1,4,57*,7,2,43,12,0.5,39
O=S(=O)(Nc1ccc(-n2cnnn2)cc1)c1cccs1,-2,-2,2,1,2,7,-1.6,-4
Cc1nn(-c2ccccc2)c(C)c1NS(=O)(=O)c1ccccc1,0,2,-1,-2,3,16,-1.0,10
Cn1cc(C(=O)NCc2ccc(F)cc2)c(=O)c2cc(S(=O)(=O)N3CCCCC3)ccc21,-4,-19,5,4,2,14,-4.8,1
Cc1cccc(NC(=O)c2cccc(NC(=O)c3ccccc3)c2)n1,9,-5,4,-11,1,12,-0.6,15
Cc1cc(C(=O)CN2C(=O)C(=O)N(Cc3ccccc3)C2=O)c(C)n1-c1ccccc1F,-1,-3,-4,-5,1,5,0.4,4
Cc1ccccc1C(=O)c1cccn1CC(=O)NCC(C)c1ccccc1 (configuration not stated),0,2,1,9,-5,7,-2.4,7
O=C1CN(c2ccccc2)C(=S)N1C(=O)c1ccccc1,-1,10,1,8,-6,-47,-0.7,5
S=C(NCc1ccco1)NCC(c1ccco1)N1CCCCC1 (configuration not stated),1,2,-10,-24,11,12,-0.1,-7
COC(=O)c1cn(-c2ccc(Cl)cc2)c(=O)c2ccccc12,-2,4,-3,-4,0,-10,0.6,-7
CS(=O)(=O)Nc1cccc(C(=O)CC2(O)C(=O)Nc3ccccc32)c1 (configuration not stated),0,-7,0,2,6,11,0.2,-5
COc1cc(NC(=O)CN2CCN(CC(=O)Nc3ccccc3OC)CC2)cc(OC)c1,-2,-17,-6,-7,-3,6,0.1,-2
COc1ccc(C2NC(=O)C(C#N)=C(S)N2c2ccc(C)cc2)cc1OC (configuration not stated),-1,1,9,-3,8,-13,-0.9,14
COc1cc(Cl)c(CN2CCCC(CO)(Cc3cccc(Cl)c3)C2)cc1OC (configuration not stated),-2,-4,-2,15,-5,14,0.8,-8
N#C/C(=C\c1ccc(O)c(O)c1)C(=O)N1CCc2ccccc21,-6,6,-4,-23,0,22,1.1,35
COc1ccc(Nc2nccc(N(C)C)c2C#N)cc1,0,1,9,-29,12,8,-1.4,3
CCOC(=O)c1c(C)n(C)c2ccc(O)c(CN3CCN(C)CC3)c12,-3,-3,-2,8,-9,2,0.1,-4
COc1ccc(-c2csc(=Nc3c(C)n(C)n(-c4ccccc4)c3=O)n2C(C)(C)C)cc1,-1,-14,3,-5,4,14,1.2,7
CC(C)(C)c1ccc(/C=C/C(=O)Nc2ncccn2)cc1,-6,7,-10,-7,-4,23,0.2,-9
O=C(O)c1ccc2c(c1)S(=O)(=O)c1ccccc1C2=O,0,8,0,-32,-4,13,-0.6,-6
CN1CCN(c2oc(Cc3cccc4ccccc34)nc2C#N)CC1,-2,-3,-2,1,-8,16,-0.1,-17
COc1ccc(NC(=O)C2CCCN2S(=O)(=O)c2ccc(Cl)cc2)cc1 (configuration not stated),-2,6,-5,-8,10,0,-0.3,-9
CCCOc1ccc(NC(=O)C2CC(=O)N(C(C)C)C2)cc1 (configuration not stated),2,-13,-5,-1,4,37,1.1,-13
# (further entries)
SMILES,NR3A LBD binder,ATG4B inhibitor,HKDC1 inh,PfG6PD inh,SENP7 inh,SENP8 block,MPTP block,SENP6 inh
O=C1C(=O)N(CCN2CCOCC2)C(c2cccnc2)/C1=C(/O)c1ccc(Cl)cc1 (configuration not stated),5,-9,-3,-4,-7,-10,-1.2,6
CCc1ccc(NC(=O)CSc2nnnn2C)cc1,0,11,2,-2,-6,5,-1.2,9
CCCCNC(=S)Nc1ccccc1Cc1ccccc1,0,15,2,-12,4,9,0.5,-3
Cc1cc(S(=O)(=O)NCC(C)C)ccc1OCC(=O)NCc1ccco1,-3,-11,-12,-1,3,4,1.2,-2
CCC(C)N(C(=O)CN1C(=O)NC2(CCc3ccccc32)C1=O)C1CCS(=O)(=O)C1 (configuration not stated),1,-5,-4,10,1,-5,3.3,2
CC(=O)N1CCN(c2ccc(NCc3ccc(F)cc3)cc2)CC1,2,-5,0,56,5,-62,1.2,5
CC1(C)Cc2nc(N)c(=O)sc2C1,0,-9,-3,-13,8,7,-0.3,3
COc1ccccc1C(=O)OCC(=O)c1cccc([N+](=O)[O-])c1,-1,0,10,-19,-8,24,-1.1,-21
CCN(CC)c1ccc(NC(=O)c2ccccc2)cc1S(=O)(=O)Nc1ccccc1OC,4,-1,-14,74*,5,16,4.4,2
Cc1nnc(SCC(=O)Nc2ccc(Oc3ccccc3)cc2)n1N,2,-15,-3,-3,-4,14,-0.3,-18
CCC(c1nnnn1Cc1ccco1)N1CCN(c2cc(Cl)ccc2C)CC1 (configuration not stated),5,-4,6,14,-3,16,1.1,-15
COc1cc(C(=O)NCC(=O)N/N=C(/C)c2ccc3c(c2)CCCC3)cc(OC)c1OC,-3,10,-7,-13,-1,4,-5.2,-8
Cn1c(=O)n(CCc2ccccc2)c(=O)c2c1nc1n2CCCN1CCc1ccccc1,-3,12,5,7,1,11,0.6,-12
Cc1ccc(C(=O)CSc2nc(-c3ccccc3)cc(=O)[nH]2)cc1,-12,-5,-2,-39,-4,6,1.4,-11
C=CCSc1cc(C)nc2c(-c3ccc(Cl)cc3)c(C)nn12,-31,-3,-7,10,-8,-44,0.3,-8
Fc1ccc(CNn2cnnc2SCc2ccc(F)cc2)cc1,1,4,7,0,6,16,0.1,2
O=C(CN1C(=O)NC2(CCCCC2)C1=O)Oc1ccc2c(C(F)(F)F)cc(=O)oc2c1,1,6,5,-12,-6,i,0.7,-12
O=C(NCCSc1ccccc1)c1cncc(Br)c1,-1,-4,-7,-5,2,19,0.0,-28
CCOC(=O)c1ccccc1NC(=O)COC(=O)c1cc([N+](=O)[O-])ccc1N1CCOCC1,1,-1,0,38,-2,14,-0.1,2
CCOC(=O)/C=C1/SCC(=O)N1CC(=O)Nc1ccccc1OC(F)F,-4,3,-7,-3,/,-1,0.1,/
CCc1nn(C(C)C(=O)NCc2ccc(Cl)cc2)c(=O)c2cc3occc3n12 (configuration not stated),-1,5,0,0,-5,-2,-1.2,-2
O=C(CNC(=O)C12CC3CC(CC(C3)C1)C2)OCC(=O)N1CCCCC1,1,8,-1,-8,3,6,1.6,-4
Cc1ccc(Cl)cc1NC(=O)C(=O)N1CCCCC1,-2,1,-5,-1,8,10,-0.3,0
CCOC(=O)c1c(C)oc2c1c(C(c1cccnc1)N1CCOCC1)c(O)c1ccccc12 (configuration not stated),2,-12,13,-5,6,13,-3.0,1
NNS(=O)(=O)c1ccc(Cc2ncc(C(F)(F)F)cc2Cl)s1,3,-9,-2,12,1,10,1.6,25
